Assay outcomes as filed in PubChem BioAssay.
A3G deaminase – APOBEC3G DNA deaminase inhibitors, primary screen, biochemical, fluorescence, single-stranded DNA substrate, uHTS. DNA dC->dU-editing enzyme APOBEC-3G (Homo sapiens), Q9HC16. recombinant A3G, ssDNA deamination FAM/TAMRA fluorescence. inhibition, % at 20 µM. actives 0.28% (n = 330,000). AID 493012, 2011;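 active = inhibition of at least 40% at 20 µM, with no more than 30% in the related APOBEC3A deaminase screen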;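 note: plate controls were DMSO wells with A3G for no effect and wells lacking A3G enzyme for full effect; some compounds called inactive have numbers as strong as hits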
A3A deaminase – APOBEC3A ssDNA deaminase inhibitors, primary screen, selectivity assay for APOBEC3G inhibitor project, biochemical, FAM/TAMRA oligo cleavage fluorescence | DNA dC->dU-editing enzyme APOBEC-3A (Homo sapiens), P31941 | recombinant A3A, FAM/TAMRA ssDNA deamination fluorescence | inhibition, % at 20 µM | actives 0.41% (n = 330,000) | AID 493011, 2011;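 active = at least 40% inhibition at 20 µM here, with at most 30% in a related deaminase screen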;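 note: plate controls were A3A with DMSO for no effect and wells lacking A3A enzyme for full effect; some results filed as inactive read as strong as hits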
Target sequence (P31941 whole entry, looked up): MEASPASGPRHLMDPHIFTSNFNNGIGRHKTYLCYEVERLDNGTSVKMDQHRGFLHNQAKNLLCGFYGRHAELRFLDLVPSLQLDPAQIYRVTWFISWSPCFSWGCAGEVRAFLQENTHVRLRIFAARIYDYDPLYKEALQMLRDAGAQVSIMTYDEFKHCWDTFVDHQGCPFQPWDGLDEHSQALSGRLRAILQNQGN
MIN6 prolif – inducers of MIN6 beta-cell proliferation, primary screen, ATP luminescence, uHTS; actives 0.29% (n = 330,000); MIN6 cells proliferation, ATPlite luminescence, 48 h; cells starved in 0.2% serum; 100% = growth in 10% serum; proliferation, % at 10 µM;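 active = compounds whose signal lies at least 3.5 SD above the mean of all wells on their plate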;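 note: 0% = DMSO-treated cells in low-serum medium and 100% = 10% serum control; some compounds called inactive have numbers as strong as hits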
hIAP block – human IAP inhibitors, primary screen, biochemical, luminescence, uHTS. Intestinal-type alkaline phosphatase (Homo sapiens), P09923. purified IAP, CDP-Star luminescence, 30 min. inhibition, % at 10 µM. actives 0.12% (n = 330,000). AID 2544, 2010;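 active = inhibition reaching a set limit with compound at 10 µM in the primary screen, cut at about 35% in these data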;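 note: plate controls were DMSO wells with enzyme for no effect and no-enzyme buffer wells for full effect; values of inactives mirror those of a sister screen read the other way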
Target sequence (P09923 whole entry, looked up): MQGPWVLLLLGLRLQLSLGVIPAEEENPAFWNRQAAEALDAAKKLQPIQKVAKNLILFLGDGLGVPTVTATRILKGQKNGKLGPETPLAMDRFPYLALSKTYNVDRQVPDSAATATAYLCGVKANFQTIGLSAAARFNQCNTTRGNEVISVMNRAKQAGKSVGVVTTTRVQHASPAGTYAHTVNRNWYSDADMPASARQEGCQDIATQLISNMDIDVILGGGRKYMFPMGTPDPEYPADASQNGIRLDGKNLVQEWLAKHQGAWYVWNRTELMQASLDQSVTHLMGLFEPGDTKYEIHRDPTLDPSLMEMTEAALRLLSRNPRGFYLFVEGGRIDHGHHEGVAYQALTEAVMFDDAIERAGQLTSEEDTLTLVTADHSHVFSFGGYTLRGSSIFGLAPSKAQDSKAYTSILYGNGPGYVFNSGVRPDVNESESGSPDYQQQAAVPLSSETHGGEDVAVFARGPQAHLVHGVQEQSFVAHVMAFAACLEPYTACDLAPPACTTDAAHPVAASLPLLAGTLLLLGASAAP
hIAP activ – human IAP activators, primary screen, biochemical, luminescence, uHTS; AID 2524, 2010; purified human IAP, CDP-Star luminescence, 30 min; hits give high values; 1 = vehicle-only enzyme, 0 = enzyme-free background; Intestinal-type alkaline phosphatase (Homo sapiens), P09923; activation factor at 10 µM; actives 0.16% (n = 330,000);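 active = activation factor of the enzyme at least 2-fold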; note: the source names both 10 and 20 µM as test concentration; values of inactives mirror those of a sister screen read the other way
MPTP inh – mitochondrial permeability transition pore inhibitors, primary screen, biochemical, isolated mouse mitochondria, absorbance; Ca2+ swelling absorbance, 30 min; inhibition, % at 10 µM; actives 1.4% (n = 360,000); AID 602449, 2012;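 active = inhibition of 50% or more, scaled per plate between neutral and stimulator controls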;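 note: 0% = DMSO wells given calcium and 100% = 1 mM EGTA wells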
ATG4B inh – ATG4B protease inhibitors, primary screen, biochemical, fluorescence, uHTS. actives 0.51% (n = 340,000). Cysteine protease ATG4B (Homo sapiens), Q9Y4P1. inhibition, % at 8.33 µM. ATG4B cleavage of LC3-PLA2, NBD-HPC fluorescence, 1 h; in the data active = inhibition above about 40%
Target sequence (Q9Y4P1 whole entry, looked up): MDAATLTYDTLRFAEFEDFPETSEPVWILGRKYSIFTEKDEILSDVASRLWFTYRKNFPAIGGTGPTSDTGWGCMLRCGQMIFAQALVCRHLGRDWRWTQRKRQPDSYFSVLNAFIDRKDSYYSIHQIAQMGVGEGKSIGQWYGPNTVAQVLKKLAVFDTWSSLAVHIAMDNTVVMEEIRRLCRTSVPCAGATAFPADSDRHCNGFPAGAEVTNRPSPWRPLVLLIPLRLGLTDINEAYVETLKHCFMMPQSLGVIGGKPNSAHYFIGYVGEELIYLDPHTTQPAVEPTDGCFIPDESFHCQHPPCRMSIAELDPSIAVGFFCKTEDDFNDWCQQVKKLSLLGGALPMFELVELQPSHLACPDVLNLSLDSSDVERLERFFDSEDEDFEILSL
mIAP act – activators of mouse IAP, primary screen, biochemical, luminescence, uHTS | muIAP, CDP-Star luminescence, 30 min; hits give high values; 1 = vehicle-only enzyme signal, 0 = enzyme-free wells | activation factor at 10 µM | actives 0.24% (n = 330,000) | AID 2805, 2010;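 active = activation factor of at least 2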; note: the source names both 10 and 20 µM as test concentration; values of inactives mirror those of a sister screen read the other way
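Assay system: mouse IAP enzyme / Compound: DMSO-dissolved test compounds / Timing: 30 min, room temperature / Measured by: luminescence from enzymatic CDP-Star hydrolysis / Control set: DMSO-only wells, enzyme-free buffer wells as negative control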
mIAP inh – inhibitors of mouse IAP, primary screen, biochemical, luminescence, uHTS | intestinal alkaline phosphatase [Mus musculus] | purified mouse IAP, CDP-Star luminescence, 30 min | inhibition, % at 10 µM | actives 0.2% (n = 330,000) | AID 2806, 2010;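 active = inhibition of at least 40% at 10 µM in the primary screen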;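 note: plate controls were DMSO with enzyme for no effect and no enzyme wells for full effect; values of inactives mirror those of a sister screen read the other way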
Numbers without * were called inactive.

O=C(O)COCc1nc2ccccc2s1 was read as A3G deaminase -3.1, A3A deaminase 4.1, MIN6 prolif -1.6, hIAP block -9.1, hIAP activ 1.09, MPTP inh 2.8, ATG4B inh -8.8, mIAP act 0.978 and mIAP inh 2.2.
Screening O=c1cc(C(F)(F)F)nc(SCc2cccc3ccccc23)[nH]1 returned A3G deaminase -6.9, A3A deaminase -5.7, MIN6 prolif -7.6, hIAP block 2.4, hIAP activ 0.976, MPTP inh 78.1*, ATG4B inh 35.6, mIAP act 0.849 and mIAP inh 15.1.
Cc1nc2c(C(=O)NCCC(C)C)c[nH]n2c(=O)c1Cc1ccccc1F was read as A3G deaminase -7.6, A3A deaminase -0.7, MIN6 prolif -4.3, hIAP block -8.6, hIAP activ 1.09, MPTP inh 78.4*, ATG4B inh 51.1*, mIAP act 0.996 and mIAP inh 0.4.
`Cc1ccc(S(=O)(=O)c2nc(-c3ccccc3Cl)oc2NCCCN2CCOCC2)cc1` gave A3G deaminase -5.2, A3A deaminase 1.9, MIN6 prolif 1.1, hIAP block -11.9, hIAP activ 1.12, MPTP inh -0.3, ATG4B inh -1.6, mIAP act 1.04 and mIAP inh -3.8.
COc1ccc(C)cc1S(=O)(=O)N(CC(=O)N1CCOCC1)Cc1ccccc1 was read as A3G deaminase -7.2, A3A deaminase -3.2, MIN6 prolif -3.1, hIAP block -8.5, hIAP activ 1.08, MPTP inh -1.1, ATG4B inh 10.3, mIAP act 0.949 and mIAP inh 5.1.
Screening CCOC(=O)C1(Cc2cccc(F)c2)CCN(CC(O)CO)CC1 (stereo not drawn) returned A3G deaminase -0.8, A3A deaminase 3.4, MIN6 prolif -1.2, hIAP block 18.2, hIAP activ 0.818, MPTP inh 0.7, ATG4B inh -0.6, mIAP act 1.01 and mIAP inh -1.4.
For CCOC(=O)CSc1nnc(CNC(=O)c2ccc(OC)cc2OC)n1C the results were A3G deaminase -1.4, A3A deaminase -1.1, MIN6 prolif -1.3, hIAP block 7.4, hIAP activ 0.926, MPTP inh -0.8, ATG4B inh -9.7, mIAP act 0.996 and mIAP inh 0.4.
`CCOC(CNC(=O)C1CCN(S(=O)(=O)c2ccc3nc4c(c(C(=O)O)c3c2)CC(C)CC4)CC1)OCC` (stereo not drawn) gave A3G deaminase -7.9, A3A deaminase -4.3, MIN6 prolif -2.4, hIAP block 7.3, hIAP activ 0.927, MPTP inh 1.1, ATG4B inh -4.6, mIAP act 1.03 and mIAP inh -2.8.
Screening COc1ccc(-c2nnc(SCC#CCO)o2)cc1OC returned A3G deaminase -1.1, A3A deaminase 1.0, MIN6 prolif -1.8, hIAP block 6.9, hIAP activ 0.931, MPTP inh 1.0, ATG4B inh -2.2, mIAP act 1.07 and mIAP inh -7.5.
Screening O=c1c2sc3nc(N4CCOCC4)c4c(c3c2nnn1Cc1ccccc1)CCCC4 returned A3G deaminase -2.4, A3A deaminase -0.8, MIN6 prolif -4.3, hIAP block -4.8, hIAP activ 1.05, MPTP inh 25.2, ATG4B inh -13.3, mIAP act 1 and mIAP inh -0.3.
For O=C(c1ccc(CS(=O)(=O)c2ccccc2)o1)N1CCN(c2ccccc2)CC1 the results were A3G deaminase 9.3, A3A deaminase 40.0*, MIN6 prolif 3.0, hIAP block 6.2, hIAP activ 0.938, MPTP inh 0.4, ATG4B inh -0.4, mIAP act 1.04 and mIAP inh -3.8.
For CCOC(=O)/C=c1\s/c(=C\c2ccc(C)cc2)c(=O)n1CC(=O)NCc1ccco1 the results were A3G deaminase -8.0, A3A deaminase -1.6, MIN6 prolif -1.9, hIAP block 8.7, hIAP activ 0.913, MPTP inh 1.3, ATG4B inh -4.0, mIAP act 0.988 and mIAP inh 1.2.

Brought forward from above: two compounds, then new ones.
For O=C(c1ccc(CS(=O)(=O)c2ccccc2)o1)N1CCN(c2ccccc2)CC1 the results were A3G deaminase 9.3, A3A deaminase 40.0*, MIN6 prolif 3.0, hIAP block 6.2, hIAP activ 0.938, MPTP inh 0.4, ATG4B inh -0.4, mIAP act 1.04 and mIAP inh -3.8.
For CCOC(=O)/C=c1\s/c(=C\c2ccc(C)cc2)c(=O)n1CC(=O)NCc1ccco1 the results were A3G deaminase -8.0, A3A deaminase -1.6, MIN6 prolif -1.9, hIAP block 8.7, hIAP activ 0.913, MPTP inh 1.3, ATG4B inh -4.0, mIAP act 0.988 and mIAP inh 1.2.
For COc1ccc(Cc2nnc(SCC(=O)Nc3cc(Cl)ccc3OC)[nH]c2=O)cc1 the results were A3G deaminase -6.5, A3A deaminase -2.4, MIN6 prolif 1.9, hIAP block 4.1, hIAP activ 0.959, MPTP inh 1.2, ATG4B inh -17.1, mIAP act 0.957 and mIAP inh 4.3.
`Cc1ccc(N2CCN(CCCN3C(=O)C4CCCN4C3=O)CC2)cc1` (stereo not drawn) gave A3G deaminase -2.8, A3A deaminase 0.1, MIN6 prolif 1.2, hIAP block 3.0, hIAP activ 0.97, MPTP inh -0.6, ATG4B inh 1.0, mIAP act 1.03 and mIAP inh -2.8.
Screening Cc1c(CC(=O)NCC(=O)O)c(=O)oc2cc3oc4c(c3cc12)CCCC4 returned A3G deaminase 24.6, A3A deaminase 0.3, MIN6 prolif 5.3, hIAP block -15.5, hIAP activ 1.16, MPTP inh 1.3, ATG4B inh 1.1, mIAP act 1.14 and mIAP inh -14.3.
For Cc1ccc(C(=O)NC(=S)Nc2ccc(S(=O)(=O)N(C)c3ccccc3)cc2)cc1 the results were A3G deaminase -1.4, A3A deaminase -0.3, MIN6 prolif -2.3, hIAP block -6.8, hIAP activ 1.07, MPTP inh -3.6, ATG4B inh -4.5, mIAP act 0.828 and mIAP inh 17.2.
`O=C(NCc1ccccn1)c1c(O)c2cccc3c2n(c1=O)CC3` gave A3G deaminase -6.4, A3A deaminase -2.7, MIN6 prolif -6.9, hIAP block 5.1, hIAP activ 0.949, MPTP inh -8.1, ATG4B inh 2.3, mIAP act 0.916 and mIAP inh 8.4.
`CCOc1ccc(N(C(=O)c2cnccn2)C(C(=O)NC2CCCCC2)c2ccc(O)cc2)cc1` (stereo not drawn) gave A3G deaminase -4.6, A3A deaminase -1.4, MIN6 prolif -3.4, hIAP block -7.4, hIAP activ 1.07, MPTP inh -1.6, ATG4B inh -1.4, mIAP act 1.01 and mIAP inh -1.2.
For CCCn1c(SCC(=O)Nc2cccc(F)c2)nc(O)cc1=O the results were A3G deaminase -13.6, A3A deaminase -4.5, MIN6 prolif -4.0, hIAP block -2.1, hIAP activ 1.02, MPTP inh -2.2, ATG4B inh -9.1, mIAP act 0.968 and mIAP inh 3.2.
`CCOC(=O)C1CCN(C(=O)C2CCN(S(=O)(=O)c3ccc4ccccc4c3)CC2)CC1` gave A3G deaminase -0.4, A3A deaminase 1.6, MIN6 prolif -3.8, hIAP block 10.4, hIAP activ 0.896, MPTP inh -0.7, ATG4B inh 0.1, mIAP act 1.06 and mIAP inh -5.6.
c1cnc(N2CCSCC2)nc1 was read as A3G deaminase -2.8, A3A deaminase -1.8, MIN6 prolif -0.9, hIAP block 2.9, hIAP activ 0.971, MPTP inh 0.7, ATG4B inh -3.9, mIAP act 0.939 and mIAP inh 6.1.
`O=S(=O)(NCC1CCCO1)c1cnc(Cl)c(Cl)c1` (stereo not drawn) gave A3G deaminase -5.7, A3A deaminase -1.7, MIN6 prolif 0.0, hIAP block 15.9, hIAP activ 0.841, MPTP inh -3.3, ATG4B inh -7.7, mIAP act 0.953 and mIAP inh 4.7.
Screening N=c1ncn(CC(O)CN2CCOCC2)c2nc(N3CCOCC3)[nH]c12 (stereo not drawn) returned A3G deaminase -1.5, A3A deaminase -0.4, MIN6 prolif 4.5, hIAP block 17.8, hIAP activ 0.822, MPTP inh 1.2, ATG4B inh 4.3, mIAP act 1.06 and mIAP inh -5.7.
`COc1ccc([N+](=O)[O-])cc1NC(=O)CSc1ccc2ccccc2c1` gave A3G deaminase -6.5, A3A deaminase -3.6, MIN6 prolif -4.9, hIAP block -2.2, hIAP activ 1.02, MPTP inh 61.8*, ATG4B inh -19.5, mIAP act 0.949 and mIAP inh 5.1.
For Cn1nc(C(=O)OCC(=O)Nc2cccc(S(=O)(=O)N3CCCC3)c2)c2ccccc2c1=O the results were A3G deaminase -6.6, A3A deaminase -6.3, MIN6 prolif -2.2, hIAP block -10.2, hIAP activ 1.1, MPTP inh 11.6, ATG4B inh -14.1, mIAP act 1.03 and mIAP inh -3.1.
Screening CCOC(=O)c1cn(CC)c2cc(N3CCN(C)CC3)c(F)cc2c1=O returned A3G deaminase -7.2, A3A deaminase -4.0, MIN6 prolif 0.5, hIAP block -4.2, hIAP activ 1.04, MPTP inh -0.4, ATG4B inh 4.9, mIAP act 1.12 and mIAP inh -12.5.
`CCC(Oc1ccc2ccccc2c1)C(=O)O` (stereo not drawn) gave A3G deaminase -7.8, A3A deaminase -6.0, MIN6 prolif -1.3, hIAP block -10.1, hIAP activ 1.1, MPTP inh -1.7, ATG4B inh -3.1, mIAP act 1.02 and mIAP inh -1.9.
`O=C(O)c1cccc(OCCN2CCCC2=O)c1` gave A3G deaminase -4.7, A3A deaminase -5.6, MIN6 prolif -1.1, hIAP block -24.3, hIAP activ 1.24, MPTP inh -0.9, ATG4B inh -10.4, mIAP act 0.999 and mIAP inh 0.1.
O=C1CC2c3ccccc3C1C1C(=O)N(CCO)C(=O)C21 (stereo not drawn) was read as A3G deaminase -2.9, A3A deaminase 1.3, MIN6 prolif -2.9, hIAP block -5.4, hIAP activ 1.05, MPTP inh -0.3, ATG4B inh -3.1, mIAP act 1.01 and mIAP inh -1.3.
`CC1C(=O)N2CCCc3cc(NS(=O)(=O)c4ccc([N+](=O)[O-])cc4)cc1c32` (stereo not drawn) gave A3G deaminase -1.2, A3A deaminase -3.3, MIN6 prolif -2.3, hIAP block -15.9, hIAP activ 1.16, MPTP inh -0.3, ATG4B inh 1.2, mIAP act 1.06 and mIAP inh -6.1.
Screening CN(C1CCCCC1)S(=O)(=O)c1ccccc1 returned A3G deaminase -11.2, A3A deaminase -6.9, MIN6 prolif -3.4, hIAP block 7.2, hIAP activ 0.928, MPTP inh 0.3, ATG4B inh -7.4, mIAP act 1 and mIAP inh 0.0.
`CCOc1ccc(OCCSc2nc(N)cc(=O)[nH]2)cc1` gave A3G deaminase -3.4, A3A deaminase 0.4, MIN6 prolif 2.3, hIAP block 8.8, hIAP activ 0.912, MPTP inh 7.7, ATG4B inh -3.2, mIAP act 0.935 and mIAP inh 6.5.
CCc1nc(SCC(=O)c2ccc(Cl)s2)c2oc3ccccc3c2n1 was read as A3G deaminase -7.5, A3A deaminase -2.7, MIN6 prolif -1.4, hIAP block 5.8, hIAP activ 0.942, MPTP inh 7.7, ATG4B inh 3.2, mIAP act 0.905 and mIAP inh 9.5.
For CCN(C(=O)Nc1cccc(Cl)c1)c1ccccc1 the results were A3G deaminase -7.9, A3A deaminase -6.5, MIN6 prolif -2.0, hIAP block -15.6, hIAP activ 1.16, MPTP inh 0.1, ATG4B inh 2.3, mIAP act 1.1 and mIAP inh -9.6.
